# HDAC3 inh: human HDAC3 inhibition | AID 2718 | recombinant HDAC3, fluorogenic peptide/trypsin coupled, fluorescence | inhibition, % at 8.3 µM | 0.15% of 320,000 active; in the data active = inhibition above about 26%, passing the limit was not always enough; inconclusive = no clear call, values can overlap the other calls
# Target sequence (O15379 whole entry, looked up): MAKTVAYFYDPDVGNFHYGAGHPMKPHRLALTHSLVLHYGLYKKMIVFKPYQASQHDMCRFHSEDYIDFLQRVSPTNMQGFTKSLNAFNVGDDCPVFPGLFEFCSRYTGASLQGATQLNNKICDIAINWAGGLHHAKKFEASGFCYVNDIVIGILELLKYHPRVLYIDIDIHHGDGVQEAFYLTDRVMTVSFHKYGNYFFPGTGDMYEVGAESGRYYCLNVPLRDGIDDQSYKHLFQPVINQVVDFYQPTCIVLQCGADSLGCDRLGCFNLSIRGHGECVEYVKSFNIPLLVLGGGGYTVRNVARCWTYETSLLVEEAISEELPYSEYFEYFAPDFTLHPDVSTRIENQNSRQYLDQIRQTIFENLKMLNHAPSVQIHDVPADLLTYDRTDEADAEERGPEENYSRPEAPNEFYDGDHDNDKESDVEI
# HSF1 inhib: HSF1 inhibition; NIH3T3-HGL HSE-luciferase, MG132-induced, luminescence 8 h; active compounds read low; 0.77% of 300,000 active; activity change, negative = inhibition, % at 7.5 µM (by protocol); AID 2098;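 active = more than half of replicate wells show activity change below -50%, luminescence cut by over half; inconclusive = some wells, but at most half, below -50%; inactive = no replicate well below -50%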;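 also: luciferase reports HSF-1 transcriptional activity via heat shock element; 0% = median of DMSO wells and -100% = zero luminescence signal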
# HSP90 inh: HSP90 refolding inhibition in rabbit reticulocyte lysate. luciferase refolding luminescence, 3 h. 0.91% of 290,000 active. inhibition, % at 5.6 µM;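 active = inhibition above the screen-wide mean plus 3 SD, computed separately per campaign, cut at about 16% in these data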;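 also: 0% = DMSO wells and 100% = 60 µM geldanamycin wells; inhibitors lower the luminescence because luciferase stays unfolded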
# IEC-6 cytotox: kills IEC-6 intestinal cells in KLF5 counter-screen | IEC-6 cytotoxicity, luminescence viability | inhibition, % at 5 µM | 0.78% of 290,000 active; in the data active = inhibition above about 22%;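 also: 0% = plate median of test compound wells and 100% = cytotoxic reference compound wells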
# HIF act: HIF pathway transcriptional activation; U2OS HRE-luciferase reporter, luminescence; normalized: DMSO 0%, desferrioxamine 100%; activation, % at 7.5 µM (by protocol); 0.32% of 300,000 active;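 active = mean activation of at least 10% of the iron chelator positive control signal, with at least half of replicates also reaching 10%; inconclusive = mean and replicate majority disagree about reaching 10%; inactive = mean and most replicates under 10%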
# KLF5 inhibitor: suppresses KLF5 promoter-driven expression | inhibition, % at 5 µM | 0.23% of 290,000 active | DLD-1 KLF5 promoter-luciferase reporter, luminescence;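 active = inhibition above a per-plate limit of that plate's mean compound inhibition plus 3 SD, cut at about 60% in these data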;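 also: 0% = DMSO wells and 100% = LY294002 at 200 µM; higher means less KLF5 promoter-driven luciferase light; inactives centre near -14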
# aSyn UTR inh: 5' untranslated region of α-synuclein, MLPCN primary screen | alpha-synuclein 5'UTR reporter, inhibitor activity | inhibition, % (tested at 7.5 µM) | 0.82% of 300,000 active | AID 1813; in the data active = inhibition above about 60%; inconclusive = no clear call, values can overlap the other calls;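 also: H4 neuroglioblastoma cells stably carrying SNCA 5'UTR luciferase fusion; 0% = DMSO wells and 100% = positive control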
# Platelet DG rel: modulates dense granule release in human platelets. inhibition, %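 (compounds screened at 7.5 µM in platelet-rich plasma)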. human platelet-rich plasma, SFLLRN dense granule ATP release, luminescence. AID 1663. 0.22% of 300,000 active;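 active = mean replicate score, as percent of positive control, at or above 50; inconclusive = mean below 50 but at least one replicate at or above 50; inactive = mean and every replicate below 50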
# HSF-1 act: increases HSF-1 driven luciferase reporter signal; NIH3T3-HGL HSF-1 luciferase reporter, MG132, 8 h; 100% = twice DMSO control signal; activation, % at 9 µM; 1.7% of 300,000 active;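 active = mean replicate activation of at least 50% with a set share of replicates each reaching 50%; inconclusive = only one of those two conditions met; inactive = mean below 50% and too few replicates reaching it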;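 also: 0% = median of the neutral control wells and 100% = twice that signal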
# AI-2 QS mod: modulators of Vibrio harveyi AI-2 quorum sensing system; Vibrio harveyi JMH597 AI-2 luminescence/OD600 ratio, 9 h; active compounds read low; strain lacks LuxN and CqsS sensors; 0 = neutral-control median; activity change, % at 7.5 µM; 0.4% of 300,000 active; AID 2094; in the data active = activity change below about -75%, passing the limit was not always enough; inconclusive = no clear call, values can overlap the other calls;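 also: luminescence divided by OD600 gain over 9 h not by final OD600 alone; inactives centre near 13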
# Starred values were filed as active, the others as inactive; ? = inconclusive; · = no result given.
smiles,HDAC3 inh,HSF1 inhib,HSP90 inh,IEC-6 cytotox,HIF act,KLF5 inhibitor,aSyn UTR inh,Platelet DG rel,HSF-1 act,AI-2 QS mod
Cc1cc(=O)oc(C)c1C(=O)Nc1cnc2ccccc2c1,5,7,1,-1,0.1,-4,-16,2,0,3
CCC(C)(C)n1nnnc1C(c1ccncc1)N1CCC(C)CC1 (stereo not drawn),1,-6,-2,-2,-0.3,-23,4,5,-1,0
N#CC1=C(N)SC(N)=C(C#N)C1c1ccc(C(F)(F)F)cc1,10,-3,3,3,0.3,-19,10,-3,23,13
CCN1C(=O)[C@H]2[C@@H](c3ccc(-c4ccc(C(C)=O)cc4)cc3)N3CCC[C@@]3(C(=O)OC)[C@H]2C1=O,12,12,·,·,0.8,·,-1,-1,12,9
CCc1ccc(S(=O)(=O)N2CCN(C(=O)c3cccnc3)CC2)cc1,0,-38,-4,-3,0.2,-17,1,-1,-52,22
O=c1[nH]c(=S)[nH]c2sccc12,13,16,2,0,0.5,-17,27,4,10,62
CC(Oc1ccc(F)cc1)C(O)CCN(C)C (stereo not drawn),3,-13,1,0,-0.8,-9,-2,-5,-16,9
O=C(CN1CCc2ccccc2C1)Nc1cc(S(=O)(=O)N2CCOCC2)ccc1N1CCOCC1,-1,5,-3,-1,0.0,-1,-8,-45,-9,-7
CCOC(=O)C1CCCN(c2c(NCCc3cccc(C)c3)c(=O)c2=O)C1 (stereo not drawn),8,-8,-2,-4,0.1,1,4,-1,-7,22
CCc1nnc(NC(=O)[C@@H](NC(=O)c2cccc(S(=O)(=O)N(CC)CC)c2)C(C)C)s1,1,-2,2,-2,-0.2,-18,16,-6,14,13
COc1ccc(C(=O)NC2CC2)cc1OC1CCN(Cc2cnn(C)c2C)CC1,3,-8,-8,2,0.0,-37,-4,-4,-8,22
CCN1C(=O)C(CC(=O)Nc2ccc(F)cc2)N(Cc2cccs2)C1=S (stereo not drawn),-1,10,-1,4,0.1,16,9,3,18,16
N#Cc1ccc(NC(=O)N2CCC(c3nc4c(nnn4Cc4cccc(Cl)c4)c(=O)[nH]3)CC2)cc1,4,8,3,0,-0.3,7,15,-6,26,19
CCN1C(=O)CC(N2CCC(Nc3ccc(OC)cc3)CC2)C1=O (stereo not drawn),-2,·,0,-3,·,-29,·,·,·,·
CCOC(=O)N1CCC(NC(=O)CS(=O)Cc2nc(-c3ccc(C)cc3)oc2C)CC1 (stereo not drawn),1,11,0,9,0.5,-22,41,1,44,3

# Reprinted at random: 6 records from the list, in no set order.
smiles,HDAC3 inh,HSF1 inhib,HSP90 inh,IEC-6 cytotox,HIF act,KLF5 inhibitor,aSyn UTR inh,Platelet DG rel,HSF-1 act,AI-2 QS mod
CC(Oc1ccc(F)cc1)C(O)CCN(C)C (stereo not drawn),3,-13,1,0,-0.8,-9,-2,-5,-16,9
CCC(C)(C)n1nnnc1C(c1ccncc1)N1CCC(C)CC1 (stereo not drawn),1,-6,-2,-2,-0.3,-23,4,5,-1,0
CCc1nnc(NC(=O)[C@@H](NC(=O)c2cccc(S(=O)(=O)N(CC)CC)c2)C(C)C)s1,1,-2,2,-2,-0.2,-18,16,-6,14,13
O=c1[nH]c(=S)[nH]c2sccc12,13,16,2,0,0.5,-17,27,4,10,62
CCN1C(=O)C(CC(=O)Nc2ccc(F)cc2)N(Cc2cccs2)C1=S (stereo not drawn),-1,10,-1,4,0.1,16,9,3,18,16
O=C(CN1CCc2ccccc2C1)Nc1cc(S(=O)(=O)N2CCOCC2)ccc1N1CCOCC1,-1,5,-3,-1,0.0,-1,-8,-45,-9,-7

# Continued.
smiles,HDAC3 inh,HSF1 inhib,HSP90 inh,IEC-6 cytotox,HIF act,KLF5 inhibitor,aSyn UTR inh,Platelet DG rel,HSF-1 act,AI-2 QS mod
Cc1ccccc1C(=O)NC(C)c1ccc2c(c1)CCCC2 (stereo not drawn),3,7,-1,-7,-0.1,19,9,6,-10,11
CCC(C)C(NC(N)=O)C(=O)NC1CCC(C)CC1 (stereo not drawn),1,-1,2,2,-0.6,-33,5,3,-3,12
C[C@@H]1CN(C(=O)c2nc3ccc(Cl)cn3c2CN(C)CCc2cnn(C)c2)C[C@H](C)O1,3,9,-3,-7,-0.2,-7,4,-4,7,12
Cc1ccc(-c2csc(N(Cc3ccccc3)C(=O)COc3ccccc3)n2)cc1,-1,0,-1,11,-0.1,-25,-6,-1,-6,41
CCN1CCc2c(OCC(=O)Nc3ccccc3)cccc2C1=O,-5,-1,3,0,-0.5,15,-9,10,-2,5
COc1ccccc1CNC(=O)[C@@H]1CCCN1S(=O)(=O)c1ccccc1F,-2,-1,-9,-6,0.1,8,0,4,6,21
CC(C)(C)c1cc(NC(=O)COC(=O)c2nccnc2N)n(-c2ccccc2)n1,-22,-6,4,-2,-0.1,-30,1,18,-3,20
COc1cccc(/C=C/c2ccc3cccc(O)c3n2)c1OC,2,-2,-1,9,6.8,-159,-74,9,-12,57
Nc1c(C(=O)Nc2ccc3c(c2)OCCO3)nnn1CCc1ccccc1,8,3,2,19,3.1,-14,-126,10,5,14
O=S(=O)(NCC1CCCO1)c1ccc2oc3ccc(S(=O)(=O)NCC4CCCO4)cc3c2c1 (stereo not drawn),0,-2,2,3,-0.4,-6,15,12,-5,2
Cc1ccc(/C=C/C(=O)NC(C)c2ccccc2)cc1 (stereo not drawn),0,15,-1,-5,-0.4,-3,-2,-6,21,38
Cc1cc(C)cc(SCc2noc(C(=O)NCCCN3CCOCC3)c2C(=O)NCCCN2CCOCC2)c1,-2,-2,·,·,-0.5,·,-5,-2,-19,24
COc1cccc(-c2nnc(NC(=O)c3ccccc3Br)o2)c1,-2,1,·,·,0.1,·,12,-4,8,-7
COc1ccc(CCNC(=O)CSc2nc(=O)[nH]c3c2CCC3)cc1OC,0,-4,·,·,0.6,·,7,6,1,19
CCC(CC)C(=O)NCCc1cc2c(C)ccc(C)c2[nH]c1=O,-2,11,6,0,-0.1,-14,20,9,35,5

# Remaining list, next part:
# Screens in order – HDAC3 inh	HSF1 inhib	HSP90 inh	IEC-6 cytotox	HIF act	KLF5 inhibitor	aSyn UTR inh	Platelet DG rel	HSF-1 act	AI-2 QS mod
Cc1cc2c(=O)n(CC(=O)N3CCN(c4ccccc4)CC3)cnc2s1
    2	·	-1	2	·	-18	·	·	·	·
CCOC(=O)/C(C#N)=C/c1c(N2CCN(C)CC2)nc2c(C)cccn2c1=O
    0	-7	2	-1	0.2	0	1	-10	-5	7
CCOC(=O)c1cnc2c(C)cccc2c1NCc1ccco1
    8	12	5	3	0.7	-3	-16	-13	33	17
CCCCNC(=O)Nc1nnc(SCC(=O)OCC)s1
    0	1	3	4	0.2	-26	-10	-1	-9	5
O=C(O)c1ccc(CSc2nc3ccccc3[nH]2)cc1
    -2	15	4	-2	-0.9	-25	-2	·	31	39
O=C(Cn1ncc2ccccc21)N1CCN(c2cccc(C(F)(F)F)c2)CC1
    12	-10	-2	8	-0.4	-30	9	7	-3	9
CCN(CC)CCCNC(=O)c1cc2c(=O)n(CC)c3ccccc3c2s1
    -28	16	3	26*	0.9	-13	-107	-1	2	-3
CC(C)COP(=O)(OCC(C)C)C(Nc1ccccc1)c1ccc2c(c1)OCO2 (stereo not drawn)
    ?	2	4	2	-0.4	-8	40	0	20	17
O=C(NCc1ccc(F)cc1)C1(c2cccs2)CCOCC1
    0	-8	3	2	-0.2	-20	22	-6	7	8
CCc1cc2c(=O)c(-c3nc4ccccc4n3C)coc2c(CN2CCOCC2)c1O
    -2	7	-3	3	-0.5	-6	12	16	17	11
CC(C)c1nc(SCC(=O)Nc2cccc(C(=O)O)c2)c2c3c(sc2n1)CCCC3
    3	-4	-1	-9	0.1	-26	18	-1	2	26
CCn1c(Cc2ccccc2)nnc1SCC(=O)OC(C)C
    -3	1	-4	-3	-0.1	-4	30	8	-1	8
O=C(O)c1[nH]c2ccc(Cl)cc2c1CC(=O)N1CCN(c2ccccc2)CC1
    1	3	-4	-7	-0.2	10	5	-3	-9	5
CC1CCc2c(sc(NC(=O)c3ccc(Cn4cc(Br)cn4)o3)c2C(N)=O)C1 (stereo not drawn)
    1	·	1	3	0.2	-10	-48	-1	·	10
CC1CCCN(Cc2csc(N)n2)C1 (stereo not drawn)
    -7	-6	-1	-4	0.1	2	16	-3	23	-4
CN(CC(N)=O)S(=O)(=O)c1ccc(F)cc1
    -4	-7	-1	1	0.3	-18	-6	9	-6	28
Cc1cccc(C)c1NC(=S)N/N=C/c1ccc(OCCC(C)C)cc1
    9	0	1	-2	0.4	17	-4	8	21	40
COc1ccc(S(=O)(=O)N(C)C)cc1NCC(=O)Nc1ccc(F)cc1F
    1	-1	-1	-2	-2.0	6	0	9	-4	-4
CCCCNC(=O)c1onc(CSc2cccc3ccccc23)c1C(=O)O
    6	-1	-12	-12	-0.3	-60	5	0	-21	18
Cc1nc(CS(=O)(=O)c2ccc(Cl)cc2)cc(Sc2ccccc2Cl)n1
    2	-3	1	-3	0.1	-2	-14	-3	-5	6
NC(=O)c1ccsc1NC(=O)COC(=O)CSc1ccc(Cl)cc1
    7	2	4	0	0.0	-19	-9	1	5	28
COc1ccc(NC(=O)c2cc(-c3ccco3)nc3ccccc23)cc1
    -3	3	·	·	-0.5	·	53	0	21	-9
CCN(C(=O)COC(=O)Cc1c[nH]c2ccccc12)C1CCS(=O)(=O)C1 (stereo not drawn)
    -1	-9	-2	-2	-0.1	-34	5	-1	4	24
COc1ccccc1NC(=O)CSc1ccc2nnc(CCNC(=O)c3ccccc3)n2n1
    -4	4	-1	3	-26	-16	-11	-6	-1	34
Cn1c(=O)c(=O)n(C)c2cc(N3CCCC3)c(NS(=O)(=O)c3ccc(Cl)cc3)cc21
    2	1	-2	-6	0.3	-17	16	7	1	15
O=c1c(C/C=C/c2ccccc2)c(O)nc2n1CCCS2
    ·	-7	0	-3	-0.3	-7	7	-4	17	27
COC(=O)c1ccc(C(C(=O)NCc2ccccc2)N(Cc2ccco2)C(=O)c2cnccn2)cc1 (stereo not drawn)
    1	3	-3	-1	174*	-5	12	7	-12	20

# High-throughput results from PubChem.
